Screens: PubChem, several laboratories
FBA Mtb inh = Mtb fructose-bisphosphate aldolase inhibition. P9WQA3. purified M. tuberculosis FBA, fluorescence read-out. inhibition, % at 1 µM. actives 2.3% (n = 360,000); in the data active = inhibition above about 27%;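 also: 0% = vehicle and 100% = reference inhibitor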
Rv3671c protease = inhibitors of M. tuberculosis serine protease Rv3671c; P9WHR9; inhibition, % at 5.96 µM; actives 0.048% (n = 320,000); AID 2606; in the data active = inhibition above about 38%;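 also: extracellular domain of Rv3671c used as enzyme; 0% = enzyme with DMSO and 100% = no enzyme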
Target sequence (P9WHR9 whole entry, looked up, the tested form may be a part): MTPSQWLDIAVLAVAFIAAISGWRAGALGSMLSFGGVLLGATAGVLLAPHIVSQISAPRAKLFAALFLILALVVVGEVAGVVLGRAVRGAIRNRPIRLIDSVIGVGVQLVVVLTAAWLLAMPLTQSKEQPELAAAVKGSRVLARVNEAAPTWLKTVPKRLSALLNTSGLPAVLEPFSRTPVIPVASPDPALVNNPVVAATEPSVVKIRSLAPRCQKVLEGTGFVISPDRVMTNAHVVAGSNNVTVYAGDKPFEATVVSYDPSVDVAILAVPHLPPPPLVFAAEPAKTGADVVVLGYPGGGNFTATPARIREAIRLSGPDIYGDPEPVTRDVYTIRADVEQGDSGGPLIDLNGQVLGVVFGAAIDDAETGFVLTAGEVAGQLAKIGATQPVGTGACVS
PrPC surface inh = cell surface PrPC inhibition, primary TR-FRET screen; P04156; TR-FRET read-out; inhibition, % at 13.8 µM; actives 0.43% (n = 370,000); AID 720596; in the data active = inhibition above about 24%; also: 0% = median of the test wells and 100% = reference compound wells
BoNT F protease = BoNT F light chain protease inhibition; Multiplex microsphere protease cleavage assay, flow cytometry; inhibition, % at 10 µM; actives 0.22% (n = 360,000); in the data active = inhibition above about 35%, passing the limit was not always enough; inconclusive = no clear call, values can overlap the other calls; also: plate controls were buffer without enzyme for full effect and enzyme alone for no effect
UGM FP inh = Mtb UDP-galactopyranose mutase inhibition | purified UGM, fluorescence polarization probe displacement | inhibition, % at 10 µM | P9WIQ1 | actives 0.06% (n = 320,000); in the data active = inhibition above about 10%, passing the limit was not always enough; inconclusive = no clear call, values can overlap the other calls
Target sequence (P9WIQ1 whole entry, looked up): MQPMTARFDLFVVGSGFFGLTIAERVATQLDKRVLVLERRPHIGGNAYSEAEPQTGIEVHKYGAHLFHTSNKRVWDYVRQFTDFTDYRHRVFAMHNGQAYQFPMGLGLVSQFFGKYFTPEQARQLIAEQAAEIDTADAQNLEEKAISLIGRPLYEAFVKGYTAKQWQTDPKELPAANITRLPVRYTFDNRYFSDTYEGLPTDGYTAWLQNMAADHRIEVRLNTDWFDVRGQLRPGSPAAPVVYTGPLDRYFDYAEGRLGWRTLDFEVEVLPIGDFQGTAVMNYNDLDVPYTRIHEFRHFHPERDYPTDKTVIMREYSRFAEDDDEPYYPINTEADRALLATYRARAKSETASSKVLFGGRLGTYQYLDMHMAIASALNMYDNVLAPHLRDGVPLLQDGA
GDH-TPI inh = GDH-TPI coupled enzyme inhibition counter-screen; GDH-TPI coupled enzyme counterscreen, NADH absorbance; inhibition, % at 4.8 µM; actives 1.2% (n = 360,000); in the data active = inhibition above about 30%;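 also: 0% = DMSO wells and 100% = wells lacking the enzyme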
FadD28 FP inh = inhibitors of Mycobacterium tuberculosis FadD28 bisubstrate binding; FadD28 bisubstrate probe binding, fluorescence polarization; inhibition, % at 12.5 µM; actives 0.22% (n = 360,000); in the data active = inhibition above about 8.5%, passing the limit was not always enough; inconclusive = no clear call, values can overlap the other calls
Mtb BioA inh = BioA (M. tuberculosis) enzyme inhibition. purified M. tuberculosis BioA enzyme, plate reader. inhibition, % at 9.99 µM. actives 0.096% (n = 360,000). AID 602481; in the data active = inhibition above about 40%; inconclusive = no clear call, values can overlap the other calls
MazF activator = increases E. coli MazEF RNase cleavage of RNA; activation, % at 20 µM; FAM/BHQ RNA-DNA oligo cleavage fluorescence, 5 h; AID 504720; actives 0.32% (n = 350,000); in the data active = activation above about 50%
Target sequence (P0AE70 whole entry, looked up): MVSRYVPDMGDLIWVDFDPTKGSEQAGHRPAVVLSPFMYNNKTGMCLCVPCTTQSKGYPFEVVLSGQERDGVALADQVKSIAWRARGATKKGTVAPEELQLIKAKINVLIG
* marks the source's active call; other numbers are inactive results; ? = inconclusive; . = not tested or not shown; & = joins results of further samples.

1: O=C(Cc1ccccc1)N/N=C/c1ccccc1Cl
2: O=C(Nc1ccccc1)N1CCNCC1
3: Cc1ccsc1/C=N/NC(=O)C1CC(=O)N(c2ccc(F)cc2)C1 (stereo unspecified)
4: COc1cc(C2c3cc(O)c(OC)cc3CC(C(=O)O)C2CO)ccc1O (stereo unspecified)
5: COc1cc(OC)cc(C(=O)N/N=C\c2ccoc2)c1
6: COc1ccccc1N1CCSC1C(N)=O (stereo unspecified)
7: COc1ccc(-n2c(SCC(=O)Nc3ccccc3)nnc2-c2ccc(NS(=O)(=O)c3ccc(C)cc3)cc2)cc1
8: COC(=O)C1=C(Nc2ccccc2NS(=O)(=O)c2ccc(C(F)(F)F)cc2Cl)CSC1
9: Nc1cccc(S(=O)(=O)NC2=NCCC2)c1
10: CCOC(=O)C1C2C=CC3(CN(CCc4ccccc4)C(=O)C13)O2 (stereo unspecified)

assay / compound,1,2,3,4,5,6,7,8,9,10
FBA Mtb inh,0,0,0,0,2,4,-2,0,0,3
Rv3671c protease,-1,2,1,.,-8,2,-16,2,-2,2
PrPC surface inh,4,3,-9,-9,7,1,2,1,6,-10
BoNT F protease,-2,-3,-9,-5,-5,14,0,.,?,?
UGM FP inh,1.3,0.4,1.8,.,-0.4,0.2,-1.8,-0.5,-0.3,3.0
GDH-TPI inh,5,8,11,2,2,-7,11,-13,-7,1
FadD28 FP inh,-0.7,-1.8,0.0,-2.3,-3.9,-1.8,-0.5,-0.3,-3.2,-2.6
Mtb BioA inh,4.6,-2.5,.,-1.4,1.7,0.1,-1.3,1.5,-0.6,-0.4
MazF activator,7,-10,7,15,0,-9,-7,2,8,-8

Values by screen from the list.
Compounds 4 to 9 in GDH-TPI inh, in turn: 2, 2, -7, 11, -13, -7
Compounds 4 to 9 in MazF activator, in turn: 15, 0, -9, -7, 2, 8
Compounds 4 to 9 in FadD28 FP inh, in turn: -2.3, -3.9, -1.8, -0.5, -0.3, -3.2

(next part)
11: Cc1cc(Br)c2[nH]c3c(c2c1)CCCC3=O
12: O=C1CSC(c2ccc([N+](=O)[O-])cc2)N1CCN1CCCCC1 (stereo unspecified)
13: Cc1cccc(OCc2nnc(SCC(=O)N3c4ccccc4CC3C)n2C)c1C (stereo unspecified)
14: Cc1cc(C)c(S(=O)(=O)N2CCOCC2)cc1NS(=O)(=O)c1cc(OCC(N)=O)c(C)cc1Cl
15: O=C(CSc1ncn[nH]1)c1ccc(OC(F)F)cc1
16: CCCC[n+]1ccn(C2=C([O-])c3ccccc3C(=O)/C2=N\S(=O)(=O)c2ccc(Cl)cc2)c1
17: CC1CCN(Cc2nc(-c3ccccc3)no2)CC1
18: COC(=O)CNC(=O)CN1C(=O)N(c2ccc(Cl)cc2)C(N(O)C(=O)Nc2ccc(Cl)cc2)C1(C)C (stereo unspecified)
19: CCc1ccccc1NC(=O)N[C@H](C(=O)O)C(C)C
20: O=C(Nc1cccc(O)c1)c1ccc([N+](=O)[O-])cc1Cl

assay / compound,11,12,13,14,15,16,17,18,19,20
FBA Mtb inh,0,-1,-5,15,9,-1,2,1,1,-4
Rv3671c protease,-3,7,1,3,6,-31,12,-5,-2,-3
PrPC surface inh,10,-18,-1,-3,5,-25,-5,7,8,-29
BoNT F protease,-1,-3,2,3,3,?,1,26,-6,1
UGM FP inh,0.3,-0.6,0.6,2.1,-0.3,0.0,1.9,-3.4,2.8,0.9
GDH-TPI inh,0,3,0,-1,4,1,-2,0,-9,7
FadD28 FP inh,-2.9,-3.8,-0.8,-0.8,-0.4,-1.4,-2.8,-3.1,-3.3,0.1
Mtb BioA inh,.,.,0.1,.,.,.,1.3,2.0,.,1.0
MazF activator,2,1,-6,-4,7,3,2,-5,4,-2

21: COc1cccc(C(=O)N/N=C(\CC(C)C)c2ccccc2)c1
22: O=C(Nc1nncs1)c1ccc(N2C(=O)C3C4C=CC(C4)C3C2=O)cc1 (stereo unspecified)
23: CC1CN(C(=O)CSc2nnc(-c3ccc(Cl)cc3)n2C)CC(C)O1 (stereo unspecified)
24: CCCCn1c(N)c(N(CC)C(=O)c2cc(S(=O)(=O)N3CCN(CC)CC3)ccc2Cl)c(=O)[nH]c1=O
25: O=C(Cn1cc2c(n1)CCCC2)NCCCN1CCN(C2CCCCC2)CC1
26: Cc1cc(C(=O)NCCCN2CCCC2=O)cs1
27: Cn1c(COc2ccccc2)nc2ccccc21
28: COCC(=O)N1CCC(c2nc3ccccc3[nH]2)CC1
29: NC(=O)c1ccc(NC(=O)COC(=O)c2c3c(nc4ccccc24)/C(=C\c2ccc4c(c2)OCO4)CCC3)cc1
30: COC(=O)CC1C(=O)NCCN1C(=O)c1ccc([N+](=O)[O-])cc1 (stereo unspecified)

assay / compound,21,22,23,24,25,26,27,28,29,30
FBA Mtb inh,0,-5,3,-2,0,-1,-1,1,0,1
Rv3671c protease,1,-3,6,-18,6,0,-1,.,.,0
PrPC surface inh,10,1,0,-6,4,7,1,-5,-43,-11
BoNT F protease,0,-4,-2,-1,-3,2,21,-5,-4,10
UGM FP inh,.,2.8,0.0,1.7,-0.3,-1.4,0.9,.,.,2.6
GDH-TPI inh,4,15,8,13,-9,16,-3,-1,5,5
FadD28 FP inh,-3.1,-0.2,0.6,-1.7,-2.7,0.0,-2.8,-1.4,-2.7,-1.3
Mtb BioA inh,.,-1.4,-0.2,-1.2,-1.0,-0.8,1.6,0.0,.,0.7
MazF activator,-3,1,1,0,4,-1,5,-7,-47,6

Results in FBA Mtb inh, for 2 of the compounds above:
cpd | Structure | FBA Mtb inh
30 | COC(=O)CC1C(=O)NCCN1C(=O)c1ccc([N+](=O)[O-])cc1 (stereo unspecified) | 1
26 | Cc1cc(C(=O)NCCCN2CCCC2=O)cs1 | -1

Structures shown so far that contain a COOH group (2):
4: COc1cc(C2c3cc(O)c(OC)cc3CC(C(=O)O)C2CO)ccc1O (stereo unspecified)
19: CCc1ccccc1NC(=O)N[C@H](C(=O)O)C(C)C

assay / compound,4,19
FBA Mtb inh,0,1
Rv3671c protease,.,-2
PrPC surface inh,-9,8
BoNT F protease,-5,-6
UGM FP inh,.,2.8
GDH-TPI inh,2,-9
FadD28 FP inh,-2.3,-3.3
Mtb BioA inh,-1.4,.
MazF activator,15,4

The list continues:
31: COc1ccc2[nH]c3c(c2c1)CCN1C(=O)C(CC(=O)NCc2ccc(OC)c(OC)c2)C[C@H](C(=O)N(C(C)C)C(C)C)[C@@]31C (stereo partly specified)
32: C=C(C)CN1CCN(c2c(CCC#N)c(C)c(C#N)c3nc4ccccc4n23)CC1
33: CC(=O)Nc1ccc(NC(=O)CSc2nnc(-c3ccc4c(c3)OCO4)o2)cc1
34: Cc1cc(C(=O)CN2C(=O)CN(C)C2=O)c(C)n1-c1cccc(S(=O)(=O)N2CCOCC2)c1
35: CCOc1ccc(Nc2cc(C)nc3c(C)cccc23)cc1
36: C[C@@H]1CN([C@@H](C)CO)C(=O)CCCn2nncc2CO[C@@H]1CN(C)S(=O)(=O)c1ccc(F)cc1
37: CC1CCN(C(=O)CN(CCc2ccccc2)S(C)(=O)=O)CC1
38: COc1ccccc1NC(=O)c1nnn(CC(=O)Nc2cccc(SC)c2)c1N
39: COc1ccc(N2CCN(C(=O)COC(=O)CCc3ccccc3OC)CC2)cc1
40: O=C(NCc1ccc(Cl)cc1)c1ccccc1Oc1ccccc1

assay / compound,31,32,33,34,35,36,37,38,39,40
FBA Mtb inh,1,4,3,3,-2,-1,1,-4,-2,-4
Rv3671c protease,.,-4,-3,-6,-3,.,-2,-10,1,3
PrPC surface inh,-6,-2,1,-6,-3,-4,2,-1,4,-1
BoNT F protease,-7,1,0,1,19,0,-8,-3,5,-14
UGM FP inh,.,2.8,0.5,-0.3,2.2,.,-0.3,-1.2,-0.2,-1.3
GDH-TPI inh,2,-1,9,6,11,1,0,3,8,0
FadD28 FP inh,-1.4,-0.7,-1.0,-1.1,2.4,-3.0,0.2,-1.4,-3.9,-0.8
Mtb BioA inh,0.5,-1.2,-1.4,.,-1.1,-0.3&-1.6,.,0.4,.,0.2
MazF activator,8,5,-10,5,9,7,5,-14,2,24

Quoted from the listing.
For GDH-TPI inh, `CC(=O)Nc1ccc(NC(=O)CSc2nnc(-c3ccc4c(c3)OCO4)o2)cc1` reads 9
For Rv3671c protease, `COc1ccc(N2CCN(C(=O)COC(=O)CCc3ccccc3OC)CC2)cc1` reads 1

The results go on.
41: CC(=O)c1ccc(NC(=O)CSc2nnc(-c3ccncc3)o2)cc1
42: COc1ccc(C(c2sc3nc(C)nn3c2O)N2CC(C)OC(C)C2)cc1OC (stereo unspecified)
43: COc1ccc(NC(=O)CCCn2c(=S)[nH]c3ccccc3c2=O)cc1
44: Cc1ccccc1N(CC(=O)NCc1ccco1)C(=O)CNS(=O)(=O)c1ccc(F)cc1
45: Cc1ccc([N+](=O)[O-])cc1Nc1nc(N2CCOCC2)nc(N2CCOCC2)n1
46: Cc1ccc2nc(-c3ccc(O)cc3)c(Nc3ccc4c(c3)OCCO4)n2c1
47: Cc1nn(Cc2ccccc2)c(C)c1NC(=O)CSc1nc(-c2ccccc2)nc2c1cnn2-c1ccccc1
48: C=CCOc1ccc(/C=C/C(=O)OCC(=O)NC2CCCCCCC2)cc1
49: CCOCCCNC(=O)CN1C(=O)/C(=C/c2ccccc2)Sc2ccccc21
50: CCOC(=O)c1cccc(NC(=O)C2CCC(CNc3c(N4CCOCC4)c(=O)c3=O)CC2)c1 (stereo unspecified)

assay / compound,41,42,43,44,45,46,47,48,49,50
FBA Mtb inh,-2,-3,0,-1,2,36*,3,-2,-4,-3
Rv3671c protease,2,-6,-2,5,4,4,.,-3,7,1
PrPC surface inh,-1,-3,3,5,-5,16,0,-1,4,-10
BoNT F protease,.,5,-9,19,0,-18,-2,-6,-1,-9
UGM FP inh,-1.0,-0.5,2.2,1.6,0.7,-2.2,.,-1.7,-0.5,2.3
GDH-TPI inh,4,16,7,-9,1,2,4,6,0,-4
FadD28 FP inh,-2.8,0.3,-1.8,0.0,-2.2,-5.9,-1.2,-0.3,-2.1,-2.4
Mtb BioA inh,-0.4,-0.5,-1.0,-0.7,.,1.9,-1.4,-0.4,.,-0.4
MazF activator,4,8,8,-2,7,19,-104,-7,-1,1

51: COc1ccc(C(C#N)=C2C=CC(=NO)C(C)=C2Cl)cc1
52: CC(C)NC(=O)c1ccccc1-c1nc(-c2ccccc2Cl)no1
53: COc1cccc(-n2c(SC)nnc2-c2cnccn2)c1
54: COc1ccc(CN2CCN(C(=O)c3cccc4ccccc34)CC2)cc1Br
55: O=C(C1CN(C(=O)c2cc3cc(Cl)ccc3o2)c2ccccc2O1)N1CCCCC1 (stereo unspecified)
56: C=CCSc1n[nH]c(-c2ccccc2)n1
57: Cc1ccc(NC(=O)C2CCCN(c3cnccn3)C2)c(C)c1 (stereo unspecified)
58: COC(=O)NCC(c1cccnc1)N1CCN(c2ccccc2)CC1 (stereo unspecified)
59: CNS(=O)(=O)c1cccc(C(=O)OCC(=O)Nc2ccc(N3CCCCC3)cc2)c1
60: CCOCCCNC(=S)NCCCNc1nc2cc3c(cc2cc1C#N)OCO3
61: N#CCCN(Cc1ccncc1)C(=S)NC1CC2C=CC1C2 (stereo unspecified)
62: COC(=O)c1cn(Cc2ccc(F)cc2)c2ccccc12
63: CN1CCN(c2ccccc2NC(=O)Cn2ncc3c([nH]c4ccccc43)c2=O)CC1

assay / compound,51,52,53,54,55,56,57,58,59,60,61,62,63
FBA Mtb inh,-5,3,6,-4,-1,-1,2,4,5,65*,-1,-2,2
Rv3671c protease,.,-5,4,-6,6,-8,-7,-2,8,-9,1,.,5
PrPC surface inh,1,-6,4,-5,-5,4,-4,8,11,-7,5,2,-6
BoNT F protease,2,?,6,-17,0,-9,0,-2,-9,-18,.,2,-5
UGM FP inh,.,-2.9,2.7,-0.2,0.1,-2.3,-3.3,3.0,0.8,-0.2,3.2,.,2.8
GDH-TPI inh,8,6,4,-11,10,6,11,-6,2,18,5,3,3
FadD28 FP inh,-5.8,0.0,0.9,-3.9,-2.9,-3.9,-3.7,-0.3,-2.6,0.9,-2.0,-1.0,-1.7
Mtb BioA inh,.,-3.3,1.9,-0.5,-1.0,-0.3,-0.2,1.2,-0.7,.,-0.8,4.3,-1.4
MazF activator,-13,5,1,-2,2,3,0,5,7,2,3,7,-17
